PMI activator: increases human mannose-6-phosphate isomerase activity; purified human PMI, coupled resazurin fluorescence, 20 min; stronger effect = higher value; 1 = vehicle control, 0 substrate-free wells; activation factor at 20 µM; actives 0.005% (n = 190,000);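 active = activation factor of 2 or more at 20 µM, relative to plate controls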
Target sequence (P34949 whole entry, looked up): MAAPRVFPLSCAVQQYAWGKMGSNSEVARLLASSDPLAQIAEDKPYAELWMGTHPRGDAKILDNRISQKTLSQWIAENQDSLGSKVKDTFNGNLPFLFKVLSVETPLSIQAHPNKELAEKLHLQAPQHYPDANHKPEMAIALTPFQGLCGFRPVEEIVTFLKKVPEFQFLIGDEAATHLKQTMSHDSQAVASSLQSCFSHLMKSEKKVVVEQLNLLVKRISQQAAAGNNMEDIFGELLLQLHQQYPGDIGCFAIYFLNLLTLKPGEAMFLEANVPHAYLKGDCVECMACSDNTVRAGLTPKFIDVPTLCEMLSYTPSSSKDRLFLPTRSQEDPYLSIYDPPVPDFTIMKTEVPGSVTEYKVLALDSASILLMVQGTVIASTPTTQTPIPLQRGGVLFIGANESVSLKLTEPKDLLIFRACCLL
TNAP inh hiacc: inhibitors of human TNAP at high phosphate acceptor concentration; purified TNAP, CDP-star luminescence, 1 M DEA; actives 0.03% (n = 200,000); P05186; inhibition, % at 20 µM;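 active = over 50% inhibition of tissue-nonspecific alkaline phosphatase at 20 µM in the single-dose screen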;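 also: plate controls were DMSO wells for no effect and EDTA-quenched wells as full inhibition for full effect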
Target sequence (P05186 whole entry, looked up): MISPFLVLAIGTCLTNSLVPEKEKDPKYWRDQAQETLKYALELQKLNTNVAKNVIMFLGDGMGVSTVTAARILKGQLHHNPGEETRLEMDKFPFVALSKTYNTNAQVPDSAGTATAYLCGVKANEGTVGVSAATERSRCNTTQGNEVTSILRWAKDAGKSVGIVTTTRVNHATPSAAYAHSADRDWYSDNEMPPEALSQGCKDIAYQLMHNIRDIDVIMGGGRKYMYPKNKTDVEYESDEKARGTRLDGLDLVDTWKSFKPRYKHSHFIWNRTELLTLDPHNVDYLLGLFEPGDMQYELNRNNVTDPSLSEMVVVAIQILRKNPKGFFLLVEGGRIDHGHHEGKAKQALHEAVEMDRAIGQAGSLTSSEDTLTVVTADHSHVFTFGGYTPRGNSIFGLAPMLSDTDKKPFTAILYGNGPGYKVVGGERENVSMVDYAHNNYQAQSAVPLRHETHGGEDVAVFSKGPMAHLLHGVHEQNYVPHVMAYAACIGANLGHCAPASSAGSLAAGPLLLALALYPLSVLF
bIAP inhibitor: blocks bovine intestinal alkaline phosphatase activity; inhibition, % at 20 µM; 190,000 tested, under 10 active; AID 1019; purified bovine IAP, CDP-star luminescence, 30 min;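 active = over 50% inhibition of intestinal alkaline phosphatase at 20 µM in the single-dose screen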
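Assay system – bovine IAP enzyme · Quantity – bovine IAP at 1/65,000,000 final dilution · Detection – CDP-star luminescence signal · Times – 30 min reaction at room temperature · Also added – CDP-star substrate at 30 µM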
L major viab: inhibitors of Leishmania major promastigote growth | inhibition, % at 10 µM | actives 9% (n = 200,000) | Leishmania major promastigotes, resazurin fluorescence viability; in the data active = inhibition above about 50%;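 also: promastigotes grown with compound for 44 hours at 28 °C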
Diaph inh CS: counter-screen for diaphorase-based assays: diaphorase inhibitors and chemical oxidizers; diaphorase resazurin-to-resorufin fluorescence, NADH, 16 min; bacterial (C. kluyveri) enzyme, not human; inhibition, % at 20 µM; actives 0.69% (n = 190,000); AID 1217;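 active = primary screen inhibition at 20 µM above a set limit, cut at about 50% in these data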;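 also: plate controls were DMSO with full reaction for no effect and wells lacking NADH for full effect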
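Test system: Clostridium kluyveri diaphorase enzyme / Quantity: diaphorase at 0.14 U/mL in enzyme working solution / Incubation: 16-min room-temperature incubation before reading / Benchmarks: NADH-free wells as positive control, DMSO-only neutral wells / Signal: resorufin fluorescence 544/590 nm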
TNAP inh noacc: TNAP (human) inhibition, acceptor-free conditions; P05186; purified TNAP, CDP-star luminescence, 30 min; inhibition, % at 20 µM; actives 0.26% (n = 200,000);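 active = tissue-nonspecific alkaline phosphatase inhibition above about 50% at 20 µM in the single-dose screen, limit read from the data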;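 also: 0% = DMSO negative control and 100% = EDTA positive control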
TNAP act hi DEA: activators of human TNAP at high phosphate acceptor concentration; 200,000 tested, under 10 active; AID 1136; purified TNAP, CDP-star luminescence, 1 M DEA, 30 min; stronger effect = higher value; 0 = EDTA background, 1 = DMSO-only activity; P05186; activation factor at 20 µM;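 active = activation factor at least 2 at 20 µM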
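Assay system: human TNAP; Input: enzyme diluted 1/800 final; Reagent: CDP-star luminogenic substrate at 100 µM final; Timing: 30 min, room temperature; Signal: luminescence; Evaluation: TNAP activation factor scaled between EDTA and DMSO control wells.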
Diaphorase act: activates diaphorase or chemically reduces, flagging diaphorase assay artifacts | Diaphorase/resazurin coupled assay, resorufin fluorescence, 16 min; stronger effect = higher value; 1 = vehicle wells, 0 = NADH-free wells | activation factor at 20 µM | actives 0.005% (n = 190,000) | AID 1229;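 active = diaphorase activity raised at least twofold by the compound at 20 µM; inactive = activation factor below 2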
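Material: Purified diaphorase enzyme from Clostridium kluyveri | Buffer or medium: 50 mM HEPES pH 7.4 with 4.542 mM MgCl2, 0.005% Tween 20 | Times: 16 min enzyme reaction, ambient temperature | Signal: Red resorufin fluorescence at 544/590 nm excitation/emission | Measure: Increased resorufin signal from activators or reducing compounds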
bIAP activator: intestinal alkaline phosphatase (bovine) activation; purified bovine IAP, CDP-star luminescence, 30 min; stronger effect = higher value; fold of DMSO-control signal, blank-subtracted; activation factor at 20 µM; actives 0.17% (n = 200,000); AID 1016;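 active = activation factor of 2 or more at 20 µM, a signal rise over negative controls twice the positive control's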
PMI act satM6P: PMI (human) activation, high substrate | actives 0.34% (n = 190,000) | P34949 | activation factor at 20 µM | coupled PMI enzyme assay, resazurin fluorescence, 20 min; stronger effect = higher value; 1 = untreated enzyme, 0 = substrate-free blank;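 active = activation factor of 2 or more at 20 µM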
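Test system: human phosphomannose isomerase with PGI, G6PDH, diaphorase coupling enzymes; Amount: PMI at 15 ng/mL final; Reagent: Mannose-6-phosphate 1.0 mM (near-saturating) plus 0.22 mM NADP+; Timing: 20 min, room temperature; Technique: resorufin fluorescence at Ex 544/Em 590 nm; Dosing: 20 µM single dose.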
Active calls of the source: *; · = not tested or not shown.

Structure	PMI activator	TNAP inh hiacc	bIAP inhibitor	L major viab	Diaph inh CS	TNAP inh noacc	TNAP act hi DEA	Diaphorase act	bIAP activator	PMI act satM6P
Cc1sc(NC(=O)c2sc3nc4c(C)cccc4cc3c2N)c(C#N)c1C	1.2	-2	9	56*	59*	19	1	0.4	0.9	1.2
CC1=C(C(=O)OCC2CCCO2)C(c2coc3ccc(C)cc3c2=O)C2=C(CCCC2=O)N1 (configuration not stated)	1.2	-1	-8	17	-1	-7	1	1	1.1	1.1
COc1cc(-c2nn3c(-c4cccnc4)nnc3s2)cc(OC)c1OC	0.9	-1	6	25	7	-18	1	0.9	0.9	1
CCCN1CCN(C(=O)c2ccccc2-c2nc3ccccc3s2)CC1	1.2	1	-10	2	9	-8	1	0.9	1.1	1
CCOc1ccc(N=Nc2c(C)noc2C)cc1	1	2	7	-1	-1	-2	1	1	0.9	1
O=C(c1ccccc1)c1ccc2nc(N3CCCCC3)c3nncn3c2c1	1.1	-2	8	-1	22	0	1	0.8	0.9	1.1
CCOc1ccc(NC(=O)COc2nsnc2N2CCCCC2)cc1	1	0	7	2	6	-14	1	0.9	0.9	0.9
O=C(c1ccccn1)N1CCN(c2cccc(C(F)(F)F)c2)CC1	0.8	-1	5	-5	6	-3	1	0.9	0.9	0.9
Cc1ccc2c(c1)C1C3CCC(C3)C1S(=O)N2 (configuration not stated)	1.2	-5	18	1	-6	-15	1.1	1.1	0.8	1.2
Cc1ccc2cc(CN(Cc3nnnn3C3CCCC3)C3CCCCC3)c(=O)[nH]c2c1C	1	-5	0	-3	4	-12	1	1	1	1
CC1CN(c2ncc(/C=N/NC(=O)c3ccccc3O)s2)CC(C)O1 (configuration not stated)	1	-3	-10	5	-2	-2	1	1	1.1	1.1
COc1ccc(/C=C2\N=C(C)N(c3ccc4ccccc4c3)C2=O)cc1OC	1.2	-1	-2	6	16	8	1	0.8	1	0.9
CCOc1ccc(-c2nnn(CC(=O)NCc3ccc(OC)cc3)n2)cc1OCC	1.1	-9	7	2	10	-14	1.1	0.9	0.9	1
Cc1nc2cc(NC(=O)NCCC3=CCCCC3)ccc2o1	0.9	-6	7	1	14	-18	1.1	0.9	0.9	0.9
Cc1nn(C)c(C)c1CN(C)C(=O)C1c2ccccc2Oc2ccccc21	1.1	3	7	-1	9	-5	1	0.9	0.9	1.1
CCOC(=O)c1ccc(NC(=O)Oc2ccccc2)cc1	1	-9	11	-8	2	-5	1.1	1	0.9	1
Cc1c(C(=O)N/N=C/c2ccc(N(C)C)cc2)[nH]c2ccc(Cl)cc12	0.9	-3	·	-3	6	-33	1	0.9	0.3	0.9
CN1CCN(CCCNC(=O)c2ccc(/C=C3\Sc4ccccc4N(Cc4ccccc4F)C3=O)cc2)CC1	1	2	8	100*	-33	-4	1	1.3	0.9	1
COc1ccc2c(c1)C1(Nc3ccccc3-c3nc4ccccc4n31)C(=O)N2C (configuration not stated)	1.1	-3	5	-1	36	-6	1	0.6	0.9	1.1
Cc1nc(C(=O)N2CCc3c([nH]c4ccccc34)C2c2cc(F)ccc2F)cs1 (configuration not stated)	0.8	-10	-24	54*	2	-6	1.1	1	1.2	0.8
NS(=O)(=O)c1ccc(NC(=S)N2CCN(Cc3ccc4c(c3)OCO4)CC2)cc1	1	-4	0	-3	11	-9	1	0.9	1	0.9
c1ccc(-n2c(SCC3CCCCO3)nnc2-c2cccs2)cc1 (configuration not stated)	1	-2	7	27	11	-7	1	0.9	0.9	1
Cc1cc(C(=O)OCC(=O)c2ccc3c(c2)NC(=O)CO3)c2ccccc2n1	0.9	-5	8	-6	13	-4	1	0.9	0.9	1
Cn1nc(C(F)(F)F)c(C#N)c1N1CCN(c2cccc(C(F)(F)F)c2)CC1	0.9	1	4	-8	13	-4	1	0.9	1	0.9
Cc1cc(Cl)cc(C)c1OCCCCn1ccnc1	0.9	-6	-9	100*	11	-10	1.1	0.9	1.1	1
Cc1sc2ncnc(Nc3ccccc3)c2c1C	0.9	-2	18	3	7	-11	1	0.9	0.8	1
Cc1cc(N2CCN(C)CC2)nc2ccc(NC(=O)c3cccnc3Cl)cc12	1	-1	12	99*	-12	25	1	1.1	0.9	1
COc1ccc(/C=N\NC(=O)c2ccc(Cn3cc(Br)c([N+](=O)[O-])n3)o2)c(OC)c1C	1	-1	-1	19	1	0	1	1	1	1
Cc1c(Br)c(C(F)(F)F)nn1CC(=O)NCc1ccccc1	1	-9	5	-6	20	-10	1.1	0.8	0.9	1
Brc1ccccc1-c1nnc(-c2cccnc2)o1	0.9	-6	12	6	13	-11	1.1	0.9	0.9	0.9
CC(=O)c1c(C)[nH]c(C(=O)OCC(=O)Nc2ccc(Cl)cc2[N+](=O)[O-])c1C	0.9	-1	9	-9	16	-3	1	0.8	0.9	0.9
O=C1C(Cc2ccccc2)S/C(=N/N=C/c2ccco2)N1c1ccccc1 (configuration not stated)	0.9	-3	4	0	-3	-5	1	1	1	1
CCn1nc(C)c(Br)c1Nc1ccc(Br)cc1	0.9	-3	-9	4	12	5	1	0.9	1.1	0.9
O=C1NCCN(Cc2ccc(Cl)c(F)c2)C1CC(=O)N1CCCO1 (configuration not stated)	0.9	-7	12	-6	18	-10	1.1	0.8	0.9	0.7
COc1ccc(/C=C/C(=O)NC(=S)N2CCN(c3ccccn3)CC2)cc1OC	0.9	-3	-6	5	16	-2	1	0.8	1.1	0.5
CN(C)c1oc(-c2ccccc2Cl)nc1P(=O)(c1ccccc1)c1ccccc1	0.9	6	-12	96*	11	-13	0.9	0.9	1.1	1

Shown with two lines to a compound: two of the compounds above.
The line under a structure holds: PMI activator, TNAP inh hiacc, bIAP inhibitor, L major viab, Diaph inh CS, TNAP inh noacc, TNAP act hi DEA, Diaphorase act, bIAP activator, PMI act satM6P
CC(=O)c1c(C)[nH]c(C(=O)OCC(=O)Nc2ccc(Cl)cc2[N+](=O)[O-])c1C
    0.9, -1, 9, -9, 16, -3, 1, 0.8, 0.9, 0.9
COc1ccc(/C=N\NC(=O)c2ccc(Cn3cc(Br)c([N+](=O)[O-])n3)o2)c(OC)c1C
    1, -1, -1, 19, 1, 0, 1, 1, 1, 1

(next part)
Structure	PMI activator	TNAP inh hiacc	bIAP inhibitor	L major viab	Diaph inh CS	TNAP inh noacc	TNAP act hi DEA	Diaphorase act	bIAP activator	PMI act satM6P
Cc1cc(NC(=O)CSc2nnc(-c3c[nH]c4ccccc34)n2-c2ccc(Cl)cc2)no1	0.9	-5	15	89*	4	-11	1	1	0.8	0.9
COc1ccc(CC(=O)c2ccc(OC)c(OC)c2C)cc1OC	1.1	-2	4	-5	12	-5	1	0.9	1	1.1
Cc1oc(/N=C/c2ccc(Cl)cc2)c(C#N)c1C	1.1	-9	4	-3	14	-15	1.1	0.9	1	1
CC1NC(=O)NC1CCCCCC(=O)NCCc1ccccc1 (configuration not stated)	0.8	-2	-9	-1	24	-9	1	0.8	1.1	0.9
CS(=O)(=O)N(CC(=O)N1CCN(c2cccc(Cl)c2)CC1)c1ccccc1	0.9	2	-6	0	10	-5	1	0.9	1.1	0.9
CCNc1nc(SC(C)C(=O)OC)nc(N(C)C)n1 (configuration not stated)	1.1	-1	0	-3	4	-7	1	1	1	1.1
CCOC(=O)c1cccc(NC(=O)CCn2nnc3ccccc32)c1	0.9	0	5	-5	6	-8	1	0.9	1	0.9
O=C(/C=C/c1ccccc1Cl)Nc1ccc2c(c1)C(=O)NC2=O	1	-4	-1	-8	21	-5	1	0.8	1	1
Cn1c(=O)[nH]c(=O)c2c1nc(SCCN1CCCCC1)n2Cc1ccccc1	0.9	1	-8	99*	3	-3	1	1	1.1	0.9
COc1ccc(S(=O)(=O)Nc2cccc(C(C)=O)c2)cc1Br	1	-3	1	-4	8	-5	1	0.9	1	0.9
Clc1ccccc1C1SCC2Nc3ccccc3CN21 (configuration not stated)	0.8	-2	0	16	26	-7	1	0.7	1	0.7
O=C(CCC(=O)c1cccs1)NCc1ccc(F)cc1	1	9	15	-7	2	-10	0.9	1	0.8	1
CC1COC(c2cccn2Cc2ccccc2Cl)=N1 (configuration not stated)	0.9	0	2	3	15	-6	1	0.9	1	0.9
COC(=O)c1sc(NC(=O)CCCn2nc([N+](=O)[O-])cc2C)c(C(=O)OC)c1C	1	1	8	49	-2	-16	1	1	0.9	1
O=C(COc1ccc(Cl)cc1)NCc1nnc(SCC(=O)NCc2ccc3c(c2)OCO3)o1	1	-3	-2	3	9	-13	1	0.9	1	1
Cn1c(=O)[nH]c(=O)c2c1nc(N1CCCCC1)n2CCCSc1nc2ccccc2s1	0.9	-2	-10	11	17	-19	1	0.8	1.1	0.9
CCCCNC(=S)Nc1cccc(C(C)=O)c1	1	-7	10	3	14	-9	1.1	0.9	0.9	1
O=C(CNC(=S)N(CCCN1CCOCC1)Cc1cccs1)NC1CCCCCCC1	1	0	-1	11	10	-19	1	0.9	1	1.1

Screening data deposited in PubChem by several laboratories.
